Screens: PubChem, Sanford-Burnham Center for Chemical Genomics
HKDC1 inhibitor – inhibitors of human hexokinase HKDC1. AID 493160. Q2TB90. recombinant HKDC1, G6PDH/diaphorase resazurin coupled fluorescence. inhibition, % at 20 µM. actives 0.16% (n = 340,000);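 active means inhibition above about 35% when tested at 20 µM, limit read from the data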;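 further: plate controls were DMSO wells with enzyme for no effect and DMSO wells lacking enzyme for full effect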
Target sequence (Q2TB90 whole entry, looked up): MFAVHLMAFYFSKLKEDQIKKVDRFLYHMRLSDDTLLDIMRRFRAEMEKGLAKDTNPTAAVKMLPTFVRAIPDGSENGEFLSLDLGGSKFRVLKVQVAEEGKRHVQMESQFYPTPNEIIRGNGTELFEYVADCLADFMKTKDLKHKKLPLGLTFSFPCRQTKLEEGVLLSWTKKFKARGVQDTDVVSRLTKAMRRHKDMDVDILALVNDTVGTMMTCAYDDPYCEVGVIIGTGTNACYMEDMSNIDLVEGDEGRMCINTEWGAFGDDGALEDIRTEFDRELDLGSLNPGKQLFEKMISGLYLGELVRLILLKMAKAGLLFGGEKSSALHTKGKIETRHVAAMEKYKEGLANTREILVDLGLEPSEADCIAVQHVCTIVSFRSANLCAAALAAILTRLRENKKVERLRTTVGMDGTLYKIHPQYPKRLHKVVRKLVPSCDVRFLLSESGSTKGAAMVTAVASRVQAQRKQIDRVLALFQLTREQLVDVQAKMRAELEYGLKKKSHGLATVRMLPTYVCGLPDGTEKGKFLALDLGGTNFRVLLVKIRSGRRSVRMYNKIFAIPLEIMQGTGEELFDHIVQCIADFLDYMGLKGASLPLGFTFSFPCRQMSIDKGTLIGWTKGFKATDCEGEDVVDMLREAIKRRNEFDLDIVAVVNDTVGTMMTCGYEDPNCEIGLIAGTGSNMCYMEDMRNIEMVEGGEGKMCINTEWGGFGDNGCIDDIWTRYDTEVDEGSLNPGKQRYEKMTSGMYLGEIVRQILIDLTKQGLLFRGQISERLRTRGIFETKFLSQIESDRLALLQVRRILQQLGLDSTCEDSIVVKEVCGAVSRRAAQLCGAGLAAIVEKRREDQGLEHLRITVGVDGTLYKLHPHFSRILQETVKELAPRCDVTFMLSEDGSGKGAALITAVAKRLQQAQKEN
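Test system: recombinant HKDC1 (HK5) hexokinase enzyme, produced in-house / Doses: 20 µM test compound, 1% DMSO / Timing: 90 min, room temperature / Detection: G6PDH/diaphorase-coupled fluorescence, 1 mM NADP, 100 µM resazurin, 525/613 nm / Control set: DMSO wells with and without enzyme mix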
mIAP block – blocks mouse intestinal alkaline phosphatase | purified mouse IAP, CDP-Star luminescence, 30 min | actives 0.2% (n = 330,000) | inhibition, % at 10 µM | AID 2806;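 active means inhibition of at least 40% at 10 µM in the primary screen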;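 further: plate controls were DMSO with enzyme for no effect and no enzyme wells for full effect; values of inactives mirror those of a sister screen read the other way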
hIAP block – human IAP inhibition | AID 2544 | purified IAP, CDP-Star luminescence, 30 min | P09923 | actives 0.12% (n = 330,000) | inhibition, % at 10 µM;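 active means inhibition reaching a set limit with compound at 10 µM in the primary screen, cut at about 35% in these data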;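 further: plate controls were DMSO wells with enzyme for no effect and no-enzyme buffer wells for full effect; values of inactives mirror those of a sister screen read the other way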
A3A deaminase – inhibitors of human APOBEC3A DNA deaminase; recombinant A3A, FAM/TAMRA ssDNA deamination fluorescence; inhibition, % at 20 µM; actives 0.41% (n = 330,000); AID 493011;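 active means at least 40% inhibition at 20 µM here, with at most 30% in a related deaminase screen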;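 further: plate controls were A3A with DMSO for no effect and wells lacking A3A enzyme for full effect; some results filed as inactive read as strong as hits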
Target sequence (P31941 whole entry, looked up): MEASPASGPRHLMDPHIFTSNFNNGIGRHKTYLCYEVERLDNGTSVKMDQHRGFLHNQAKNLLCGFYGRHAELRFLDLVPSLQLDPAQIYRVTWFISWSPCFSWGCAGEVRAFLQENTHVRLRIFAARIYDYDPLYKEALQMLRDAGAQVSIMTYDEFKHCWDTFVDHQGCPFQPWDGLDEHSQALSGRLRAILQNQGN
PfGluPho inh – PfG6PD (Plasmodium falciparum) enzyme inhibition; PfGluPho enzyme, NADPH resazurin-diaphorase fluorescence; inhibition, % at 20 µM; actives 0.78% (n = 350,000); AID 504690;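 active means inhibition reaching at least a set limit at 20 µM in the primary screen, cut at about 59% in these data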;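 further: 0% = DMSO wells with substrate and 100% = DMSO wells lacking glucose-6-phosphate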
ATG4B inhibitor – inhibitors of human ATG4B cysteine protease; actives 0.51% (n = 340,000); AID 504462; Q9Y4P1; inhibition, % at 8.33 µM; ATG4B cleavage of LC3-PLA2, NBD-HPC fluorescence, 1 h; in the data active means inhibition above about 40%
hIAP activ – increases human intestinal alkaline phosphatase activity; P09923; purified human IAP, CDP-Star luminescence, 30 min; active compounds read high; 1 = vehicle-only enzyme, 0 = enzyme-free background; activation factor at 10 µM; actives 0.16% (n = 330,000); AID 2524;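 active means activation factor of the enzyme at least 2-fold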; further: the source names both 10 and 20 µM as test concentration; values of inactives mirror those of a sister screen read the other way
mIAP activ – increases mouse intestinal alkaline phosphatase activity; activation factor at 10 µM; actives 0.24% (n = 330,000); muIAP, CDP-Star luminescence, 30 min; active compounds read high; 1 = vehicle-only enzyme signal, 0 = enzyme-free wells;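 active means activation factor of at least 2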; further: the source names both 10 and 20 µM as test concentration; values of inactives mirror those of a sister screen read the other way
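Assay system: mouse IAP enzyme / Compound: DMSO-dissolved test compounds / Timing: 30 min, room temperature / Measured by: luminescence from enzymatic CDP-Star hydrolysis / Control set: DMSO-only wells, enzyme-free buffer wells as negative control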
* = called active by the depositor.

SMILES	HKDC1 inhibitor	mIAP block	hIAP block	A3A deaminase	PfGluPho inh	ATG4B inhibitor	hIAP activ	mIAP activ
O=C(NCc1ccccn1)C1CCCN(S(=O)(=O)c2cccc3nsnc23)C1 (stereo not given)	2	2	6	2	8	-9	0.94	0.98
O=C(Nc1ccccc1)Nc1ccc(C(F)(F)F)cn1	-5	-17	7	3	12	-9	0.93	1.2
Cn1c(=O)[nH]c(=O)c2c1nc(N1CCN(Cc3ccccc3)CC1)n2CCCc1ccccc1	-7	-14	-20	-1	0	4	1.2	1.1
COc1ccccc1-c1c(C#N)c(N)nc2c1CCc1ccccc1-2	25	7	-1	0	32	0	1	0.93
Nc1nc(NCC(=O)O)nc(NCc2ccccc2)c1[N+](=O)[O-]	-1	2	9	7	1	1	0.91	0.97
COC(=O)C1=C(C(=O)OC)[C@@H]2N(Cc3ccccc3)c3ccccc3[C@@]23C[C@@H](C(=O)OC)N(C(=O)c2cc(C)oc2C)C3=N1	0	11	5	-1	7	2	0.95	0.89
COc1ccc(CNC(=O)C2CCCN2C(=O)NC2CCCCC2)cc1 (stereo not given)	-5	-8	-10	-5	-12	-6	1.1	1.1
COc1ccc(N2CCN(C(=O)CN3C(=O)NC4(CCCc5ccccc54)C3=O)CC2)cc1 (stereo not given)	-2	1	4	-2	-6	-2	0.96	0.99
Cc1nnsc1S(=O)(=O)Cc1ccccc1C(F)(F)F	-8	-6	4	1	11	-7	0.96	1.1
Cc1ccccc1OCC(=O)OCC(=O)c1ccc(-c2ccccc2)cc1	-3	10	-2	-2	-10	4	1	0.9
CCOC(=O)C1CCN(S(=O)(=O)c2nc3nc(C)cc(C)n3n2)CC1	-7	-11	-7	0	12	-1	1.1	1.1
O=c1c2ccccc2nc(SCc2cn3ccsc3n2)n1-c1ccccc1F	-1	-12	11	1	7	66*	0.89	1.1
COc1ccc(-n2c(C)cc(/C=N/Nc3nc(N4CCOCC4)nc(N4CCOCC4)n3)c2C)cc1	3	5	-15	-2	7	-1	1.1	0.95
CCN=C1SC(CC(=O)NC2CCCCC2)C(=O)N1CC (stereo not given)	-10	-5	12	-4	4	-9	0.88	1.1
CC(C)CCCN1C(Nc2ccccc2)=NC[C@@H]1CC(C)C	-2	-10	17	-3	6	7	0.83	1.1
CCCNC(=O)c1ccc(N2CCC3(CC2)CC(c2cccc(Br)c2)=NO3)c(NC(=O)c2ccc(Cl)c([N+](=O)[O-])c2)c1	-2	11	9	-5	0	-3	0.91	0.89
Cc1cccc(NC(=O)CSCC(=O)Nc2sccc2C#N)c1	0	12	-13	0	20	-2	1.1	0.88
CN1CCN(c2ccc([N+](=O)[O-])cc2NC(=O)c2ccccc2)CC1	-9	5	12	2	-2	18	0.89	0.95
O=C(Nc1ccccc1C(=O)NCc1ccccc1)C1=CSCCO1	2	11	13	-3	3	-5	0.87	0.89
COc1ccc(-c2cc(C(F)(F)F)nc(SCC(=O)Nc3sc4c(c3C#N)CCC4)n2)cc1	-3	18	12	-3	12	-10	0.88	0.82
c1ccc(NNC2=NCCS2)cc1	-7	-4	2	0	14	2	0.98	1
O=C(Cn1cnc2ccccc21)Nc1cc(C(F)(F)F)ccc1N1CCOCC1	1	11	-2	0	-6	-7	1	0.89
COc1ccc(-n2c(C)ccc2C)c([N+](=O)[O-])c1	-3	7	0	0	4	-3	1	0.93
C/C(=N/NC(=O)c1cccc(N2CCCC2=O)c1)c1ccc(Br)cc1	-5	7	3	0	-23	-8	0.97	0.93
Cc1ccc(OC[C@H](O)[C@H](C)NC(C)C)c2c1CCC2	-1	-10	-23	-2	3	6	1.2	1.1
O=C(c1ccc(Cl)c(S(=O)(=O)NCc2ccco2)c1)N1CCN(c2ccc(F)cc2)CC1	0	9	-18	-1	-10	-6	1.2	0.91
O=C(NCc1ccccc1Cl)c1cccc(OC2CCN(C(=O)C3CC3)CC2)c1	0	3	16	-3	1	4	0.84	0.97
COC(=O)c1ccccc1NC(=O)N1CCc2ccc(NC(=O)c3ccccn3)cc2C1	1	9	-7	2	4	2	1.1	0.91
O=C(Nc1ccccc1C(=O)NC1CC1)c1ccccc1	0	-8	9	-4	-7	5	0.91	1.1
Cc1cc(=O)oc(C)c1C(=O)OCC(=O)c1ccc2ccccc2c1	0	4	0	-2	0	-19	1	0.96
O=C1/C(=C/c2ccc3c(c2)OCO3)Oc2cc(OCC(=O)N3CC(O)C[C@H]3C(=O)O)ccc21 (stereo not given in full)	0	8	0	-2	-3	-23	1	0.92
OCCC1CN(CC#Cc2ccccc2)CCN1C1CCCC1 (stereo not given)	-9	-5	-17	-2	9	-9	1.2	1.1
CN1CCN(CC(=O)N2CCn3c4c(c5cc(C6CCCCC6)ccc53)CCCC42)CC1 (stereo not given)	6	-1	-6	-7	10	-3	1.1	1
O=C(COc1coc(CN2CCc3ccccc3C2)cc1=O)Nc1ccccc1F	3	-6	-27	-1	1	4	1.3	1.1
CC(CN1CCCC1)OC(=O)c1ccc(F)cc1 (stereo not given)	-4	-1	-6	-3	-13	1	1.1	1
CCOc1ccc(Cn2nnc(C(=O)Nc3cc(C)cc(C)c3)c2N)cc1	4	6	13	-4	-6	2	0.87	0.94
Cc1sc2ncnc(N=Nc3c(O)[nH]c4ccccc34)c2c1C	2	8	28	3	6	-7	0.72	0.92
Cc1cccc(OCC(=O)Nc2ccccc2N2CCCCC2)c1C	6	-13	-17	2	5	-5	1.2	1.1
Cc1cccc(/C=N/NC(=O)c2ccccc2OCc2cccc(Br)c2)n1	-10	8	-38	-2	12	-9	1.4	0.92
Cc1cc(C(=O)CN2C(=O)c3ccccc3S2(=O)=O)c(C)n1-c1ccccc1	6	16	0	-2	17	-9	1	0.84

Entries of single compounds, quoted from the list. Order of screens: HKDC1 inhibitor, mIAP block, hIAP block, A3A deaminase, PfGluPho inh, ATG4B inhibitor, hIAP activ, mIAP activ
Cc1cccc(/C=N/NC(=O)c2ccccc2OCc2cccc(Br)c2)n1 as listed: -10, 8, -38, -2, 12, -9, 1.4, 0.92
CCOc1ccc(Cn2nnc(C(=O)Nc3cc(C)cc(C)c3)c2N)cc1 as listed: 4, 6, 13, -4, -6, 2, 0.87, 0.94

Carrying on.
SMILES	HKDC1 inhibitor	mIAP block	hIAP block	A3A deaminase	PfGluPho inh	ATG4B inhibitor	hIAP activ	mIAP activ
CN1C(=O)c2cccc(NC(=O)C3CCCCC3)c2C1=O	-3	4	8	-2	1	-1	0.92	0.96
O=C(O)Cn1nnnc1-c1ccc(F)cc1	11	7	-9	16	8	4	1.1	0.93
CCN(C(=O)COC(=O)c1ccc[nH]c1=O)c1cccc2ccccc12	-12	-2	-2	-2	2	-8	1	1
COc1ccc(-n2c(Cc3cccn3C)nnc2SCC(=O)Nc2cccc(OC)c2)cc1	2	9	-3	-3	9	1	1	0.91
O=C(COc1ccc(F)cc1)Nc1nnc(-c2ccncc2)s1	1	11	-1	0	-11	2	1	0.89
S=c1sc2ccccc2n1CCc1ccncc1	-5	-6	-3	-4	23	0	1	1.1
C=CCNc1nc(NCc2ccco2)nc(OCC)n1	-4	-3	5	-3	-5	6	0.95	1
O=C(c1ccc(C(F)(F)F)cc1)N1CCN(c2ccc(N3CCOCC3)nn2)CC1	-5	-1	-16	-2	3	1	1.2	1
c1ccc(OCCOc2cccc3cccnc23)cc1	-4	-2	3	-1	8	-1	0.97	1
Cc1ccc(C(=O)NCCc2nnc3c(C(F)(F)F)cc(Cl)cn23)o1	-3	-10	11	3	-2	-5	0.89	1.1
Cn1c(SCC(N)=O)nnc1-c1ccccc1	-10	-1	18	-4	-13	4	0.82	1
O=C(N/N=C/c1cccnc1)c1ccc(NC(=O)C(c2ccccc2)c2ccccc2)cc1	-11	10	4	0	8	-10	0.96	0.9
O=C(c1cccc(S(=O)(=O)Nc2cccc(C(F)(F)F)c2)c1)N1CCCCC1	-4	-6	-3	2	-2	4	1	1.1
COc1ccccc1-n1c(SCC(=O)Nc2ccccc2C)nc(O)cc1=O	-8	10	10	4	-14	3	0.9	0.9
CCOc1cc(C2/C(=C(/O)c3ccc(S(=O)(=O)N4CCCCC4)cc3)C(=O)C(=O)N2CCOC)ccc1O (stereo not given)	-4	2	-10	-5	-20	-3	1.1	0.98
CNC(=S)Nc1ccccc1-c1ccccc1	2	-8	5	-1	5	2	0.95	1.1
O=C(CN1CCN(c2ccccc2F)CC1)N1N=CCC1c1ccccc1 (stereo not given)	15	9	-12	0	-22	2	1.1	0.91
Fc1ccc(N2CCN(C(c3cccs3)c3nnnn3C3CCCC3)CC2)cc1 (stereo not given)	-3	-12	-18	0	7	0	1.2	1.1
O=C(Nc1ccc(Cl)c(Cl)c1)N(CCCN1CCOCC1)Cc1cccs1	2	-27	0	-3	5	-2	1	1.3
COc1cc(C(C(=O)NC2CCCC2)N(C(=O)c2ccco2)c2ccccc2C(C)=O)cc(OC)c1OC (stereo not given)	4	2	-26	-5	-4	2	1.3	0.98
Cc1csc(SCC(=O)N2CCN(S(=O)(=O)c3ccc(Cl)cc3)CC2)n1	-3	4	-1	-2	7	1	1	0.96
C=CCC1(CC=C)CCCN1C(=O)CC1C(=O)NCCN1Cc1cccc(OC)c1 (stereo not given)	-5	-5	6	0	-1	5	0.94	1
CCN(C(=O)COC(=O)CNS(=O)(=O)c1ccccc1)c1ccccc1	-7	-10	-7	-4	5	-5	1.1	1.1
CC1CCCC(C)N1C(=O)CN1C(=O)C(C)(C)Oc2ccc(C(=O)NC3CCCC3)cc21 (stereo not given)	3	-7	6	1	-4	-5	0.94	1.1
CC1(C)CC(=O)C=C(CN2C(=O)c3ccccc3C2=O)C1=O	-8	-1	8	-1	-9	0	0.92	1
COc1ccc(-c2nnnn2-c2ccc(F)cc2F)cc1	10	-12	10	1	-8	11	0.9	1.1
Cc1ccsc1/C=N/n1c(C2CCCCC2)n[nH]c1=S	-3	-4	-4	-5	39	6	1	1
CCCCN(C(=O)C1=COCCO1)c1c(N)n(CCCC)c(=O)[nH]c1=O	-8	3	-8	2	4	-5	1.1	0.97
Cc1ccc2[nH]c(=O)c(CNC(C)(C)C)cc2c1	-7	-6	-6	3	-11	6	1.1	1.1
O=C(C1=C(O)C(=O)N(CCOCCO)C1c1cccs1)c1cccs1 (stereo not given)	2	4	6	-2	1	-1	0.94	0.96

As entered above.
Reading for `CC1(C)CC(=O)C=C(CN2C(=O)c3ccccc3C2=O)C1=O` under HKDC1 inhibitor: -8
Reading for `O=C(C1=C(O)C(=O)N(CCOCCO)C1c1cccs1)c1cccs1` (stereo not given) under hIAP activ: 0.94

Later entries:
SMILES	HKDC1 inhibitor	mIAP block	hIAP block	A3A deaminase	PfGluPho inh	ATG4B inhibitor	hIAP activ	mIAP activ
O=C(CSc1nc2ccccc2n1CC(=O)N1CCCC1)Nc1nccs1	-8	4	27	1	3	6	0.73	0.96
Cc1ccc(-n2nc3c(c2NC(=O)C2CCCC2)CS(=O)(=O)C3)cc1	5	-3	-6	-3	-8	1	1.1	1
O=C(NCCN1CCOCC1)C(=O)NCc1ccco1	-7	-10	1	3	-9	1	0.99	1.1
CCCCNC(C(=O)Nc1cccc(S(=O)(=O)N2CCOCC2)c1)c1ccccc1 (stereo not given)	-3	-5	3	1	-8	0	0.97	1
Cc1cccc(C)c1OCCn1nc(C(=O)O)c2ccccc2c1=O	-2	-4	10	-1	18	14	0.9	1
CCc1c(C)c2nncn2[nH]c1=O	-1	-4	-6	-2	-3	-3	1.1	1
O=C1/C(=C/c2cccc3ccccc23)CCCc2ccccc21	6	-9	-9	1	15	34	1.1	1.1
Nn1c(SCC(=O)Nc2ccc(N3CCOCC3)cc2)nnc1C1CC1	-3	9	3	-3	6	-2	0.97	0.91
Cc1ccc(C(=O)Nc2ccccc2C(=O)N2CCCC(C)C2)cc1 (stereo not given)	4	-5	-23	1	-6	6	1.2	1.1
